# From PubChem BioAssay
# Casp1 inh: caspase-1 (human) inhibition, allosteric or competitive; P29466; Caspase-1 enzyme, Ac-WEHD-AFC fluorogenic rate; Potency, µM (titrated, usually from 57.5 µM), for the others: at the top dose activity change, negative = inhibition, hits mostly inhibitors; 75,000 compounds, 0.03% hits; AID 900;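 note: potency is the fitted concentration of half-maximal effect; plate controls were vehicle for no effect and no substrate for full effect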
# HEK293 cAMP ctrl: raises cAMP in parental HEK293 cells, TSHR agonist counter-screen; 73,000 compounds, 2.5% hits; parental HEK293 CNG cAMP sensor, membrane potential fluorescence; Potency, µM (highest dose often 57.1 µM), inactives show at the highest dose activation, usual class: activators; note: potency is the fitted concentration of half-maximal effect; % of control where 0% means no effect; nearly all actives have a fitted effect of over 55% in size
#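 Parental HEK 293 cells stably expressing a cAMP-gated CNG channel were loaded with membrane potential dye containing 100 uM RO 20-1724 for 60 min. Compound added for 30 min; depolarization read as fluorescence intensity at 590 nm.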
# Texas Red fluor: compound fluoresces in the Texas Red spectral region; Compound fluorescence, Texas Red channel, 547/618 nm; stronger effect = higher value; max dye-equivalent concentration, M; 59,000 compounds, 0.06% hits; in the data active = max dye-equivalent concentration above about 10 nM; inconclusive = between about 1.1 nM and that limit
#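 qHTS profiling of intrinsic compound fluorescence; 100 mM Tris pH 8.0; 15 min RT; ex 547 / em 618 nm; response expressed as Texas Red dye-equivalent concentration from six-point plate standard.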
# BRCT inh green: blocks human BRCA1 BRCT binding to phosphopeptide, green readout; Potency, µM (highest dose often 76.9 µM), for the others: at the highest dose activity change, negative = inhibition, usual class: inhibitors; P38398; BRCA1 BRCT-phosphopeptide binding, green fluorescence polarization; 75,000 compounds, 0.05% hits;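 note: potency is the fitted concentration of half-maximal effect; plate controls were peptide without protein for full effect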
#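 Fluorescence polarization: His-tagged BRCT (~35 kDa BRCA1 C-terminus, 250 nM) bound to 100 nM fluorescein-labeled phosphorylated 10-aa BACH1 peptide, pH 7.3 phosphate buffer with DTT and Tween 20. Compounds incubated 12 min at room temperature; inhibition read as lowered polarization.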
# 4MU fluor: compound fluoresces in the 4-MU spectral region | compound autofluorescence, 340/450 nm, 4-MU equivalents; stronger effect = higher value | max dye-equivalent concentration, M | 59,000 compounds, 11% hits; in the data active = max dye-equivalent concentration above about 10 nM; inconclusive = mostly about 1.1 nM to 9.6 nM
#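 Compounds in 100 mM Tris, pH 8.0, incubated 15 min at room temperature, then fluorescence read at 340 nm excitation/450 nm emission. Signal converted to 4-MU dye-equivalent concentration using an on-plate six-point 4-MU standard curve.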
# Rhodamine autofl: rhodamine region autofluorescence. Rhodamine-region fluorescence, 547/598 nm, Tris buffer; stronger effect = higher value. max dye-equivalent concentration, M. 59,000 compounds, 0.05% hits. AID 594; in the data active = max dye-equivalent concentration above about 11 nM; inconclusive = between about 1.1 nM and that limit
#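 Compound fluorescence in 100 mM Tris, pH 8.0, read after 15 min at room temperature with 547 nm excitation and 598 nm emission. Output is dye-equivalent concentration from an on-plate rhodamine standard series.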
# Casp7 inh: blocks human caspase-7 allosterically or competitively; recombinant caspase-7, Ac-DEVD-AFC fluorescence rate; Potency, µM (titrated, usually from 57.5 µM), inactives show top-dose activity change, negative = inhibition, most hits filed as inhibitors; 75,000 compounds, 0.02% hits; active = well fitted inhibition curve with a large enough effect in the main read-out, with a control signal flat, not every such curve was filed as active; inconclusive = small, poorly fitted or top-dose-only effect, or a change in a side signal; note: potency is the fitted concentration of half-maximal effect; % of control where 0% means no effect
# Fluorescein autfl: fluorescein region autofluorescence. AID 593. max fluorescein-equivalent concentration, M. Compound autofluorescence, 480/540 nm, fluorescein-equivalent; stronger effect = higher value. 59,000 compounds, 0.91% hits; in the data active = max fluorescein-equivalent concentration above about 10 nM; inconclusive = between about 1.1 nM and that limit
#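 In this qHTS profile, compound fluorescence was measured with a 480 nm/540 nm filter pair following a 15-min room-temperature incubation in 100 mM Tris (pH 8.0). A six-point fluorescein series on each plate served for normalization.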
# A350 fluor: compound fluoresces in the Alexa 350 spectral region; 59,000 compounds, 11% hits; Compound autofluorescence, 340/450 nm, Alexa 350 dye-equivalents; stronger effect = higher value; max dye-equivalent concentration, M; in the data active = max dye-equivalent concentration above about 10 nM; inconclusive = mostly about 1.1 nM to 9.6 nM
# BRCT inh red: inhibitors of human BRCA1 BRCT-phosphoprotein interaction (red fluorophore); Potency, µM (highest dose often 76.9 µM), for inactives: at the top dose activity change, negative = inhibition, hits mostly inhibitors; P38398; 75,000 compounds, 0.03% hits; BRCT-phosphopeptide binding, red fluorescence polarization; note: % is set by controls: 0 for no effect and ±100 for the full control effect
#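 Rhodamine-labelled pBACH1 10-mer (100 nM) bound to BRCT domain (100 nM) at pH 7.3; compounds incubated 12 min room temperature, polarization read. Free peptide defines full inhibition; unlabelled decapeptide titrated as control.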
# USP2a inh: inhibitors of human ubiquitin-specific protease USP2a; Potency, µM (top dose mostly 38.3 µM), inactives show at the top dose activity change, negative = inhibition, actives largely listed as inhibitors; USP2a enzymatic assay, qHTS inhibition; O75604; 60,000 compounds, 0.1% hits;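 note: potency is the fitted concentration of half-maximal effect; nearly all actives have a fitted effect of over 60% in size; plate controls were DMSO for no effect and NEM full inhibition control for full effect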
#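 USP2 core (20nM final) preincubated 30 min RT with compound, then Ub-PLA2 20nM and NBD C6-HPC 20uM final added; buffer 20mM Tris-HCl pH 8.0, 2mM CaCl2. Fluorescence Ex 460/Em 535 read at 0 and 2.5 h; normalized to NEM.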
# Starred values were filed as active, the others as inactive; i = inactive; ? = inconclusive; · = not tested or not shown; [ ] = another dose, or the depositor's remark. Unless noted, calls come from the whole dose curve; as a rule, active = well fitted curve in the direction sought with a large enough effect; inconclusive = small, poorly fitted or top-dose-only effect, or another doubt; inactive = no such curve, though single readings can be large; an effect the other way counts as inactive or inconclusive. This is a subset; the hit share may differ from the screen's.
SMILES,Casp1 inh,HEK293 cAMP ctrl,Texas Red fluor,BRCT inh green,4MU fluor,Rhodamine autofl,Casp7 inh,Fluorescein autfl,A350 fluor,BRCT inh red,USP2a inh
O=C(O)CCn1c(C2CCCCC2)nc2ccccc21,0%,3%,?,-0.7%,i,i,1%,i,i,0.8%,-1%
NNC(=O)CCSc1ccccc1,0%[11.5 µM],8%[11.4 µM],i,1.2%[15.4 µM],i,i,3%[11.5 µM],?,i,0.6%[15.4 µM],·
Cc1ccc(CNC(=O)Nc2ccccc2)cc1,0%,8%,?,-2.3%,i,i,6%,?,i,-2.5%,-3%
Cc1ccc(-c2nn(C)c(=O)c3ccccc23)cc1CNS(C)(=O)=O,0%,1%,i,5.8%,i,i,-6%,?,i,1.9%,7%
O=C(O)CSc1nnc(Cn2cnc3ccccc32)n1CCc1ccccc1,1%,4%,i,-2.4%,i,i,-1%,?,i,-3.2%,1%
COC(=O)C1CN(S(=O)(=O)c2ccc(C)cc2)CCN1S(=O)(=O)c1ccc(C)cc1 (stereo unspecified),-3%,-3%,?,3.8%,i,i,-1%,i,i,-0.3%,16%
COc1ccccc1-c1cc(C(=O)N2CCCCC2)no1,-10%,8%,·,0.2%,·,·,-8%,·,·,-2.0%,·
Cc1nnsc1-c1nc2ccccc2[nH]1,0%,-6%,i,-2.3%,4.3e-07M*,i,-3%,i,6.9e-07M*,0.5%,-5%
CCOc1ccccc1NC(=O)N1C2CCCC1CC(NC(=O)C1CC1)C2 (stereo unspecified),-1%,?,?,-1.6%,i,i,-3%,i,?,-0.8%,12%
CC(=O)Nc1ccc(-c2nnn(CC(=O)c3ccccc3)n2)cc1Cl,2%,0%,i,-1.9%,i,i,0%,i,i,-2.3%,8%
Cc1ccc(-n2ncc3c(=O)[nH]c(SCC(=O)N4CCOCC4)nc32)cc1,0%,6%,i,-2.9%,i,i,0%,?,i,-2.1%,-13%
O=CN(CCN(C=O)CN1CCCCC1)CN1CCCCC1,0%,7%,·,-1.2%,·,·,-2%,·,·,0.1%,1%
c1ccc(-n2c(-c3ccncc3)nnc2-c2ccco2)cc1,-4%,8%,i,0.0%,i,i,-3%,?,i,-0.3%,-2%
COc1ccccc1N1CCN(S(=O)(=O)c2c(C)ccc3nsnc23)CC1,-1%,3%,i,-0.1%,i,i,0%,i,i,-0.8%,10%
Cc1cc(O)c2c(-c3ccccc3)cc(=O)oc2c1,1%,?,i,-1.9%,?,i,2%,i,?,-0.5%,5%
Nn1c(SCc2ccccc2)nnc1-c1ccco1,-3%,9%,·,-0.4%,·,·,3%,·,·,2.2%,·
CCCn1cc(S(=O)(=O)CC(=O)Nc2ccc(OC)cc2OC)c2ccccc21,1%,10%,i,1.9%,i,i,-2%,i,i,0.5%,35%[activator]
O=C(Nc1ccccc1)C1=C(N2CCOCC2)/C(=C/c2cccnc2)CC1,?,?,i,2.6%,i,i,-16%,?,?,1.7%,10%
CC(=O)N1CN(Cc2ccccn2)Cc2c1sc1c2CCCC1,?,23%,i,-5.1%,?,i,-28%,?,1.3e-08M*,0.6%,-9%
Cc1ccc(C)c(-c2nnc(OCC(=O)Nc3cc(C)on3)c3ccccc23)c1,-1%,29%,i,-0.2%,i,i,-2%,?,i,-0.9%,35%[activator]

# Retrieved one by one from above:
SMILES,Casp1 inh,HEK293 cAMP ctrl,Texas Red fluor,BRCT inh green,4MU fluor,Rhodamine autofl,Casp7 inh,Fluorescein autfl,A350 fluor,BRCT inh red,USP2a inh
NNC(=O)CCSc1ccccc1,0%[11.5 µM],8%[11.4 µM],i,1.2%[15.4 µM],i,i,3%[11.5 µM],?,i,0.6%[15.4 µM],·
c1ccc(-n2c(-c3ccncc3)nnc2-c2ccco2)cc1,-4%,8%,i,0.0%,i,i,-3%,?,i,-0.3%,-2%

# The listing continues:
SMILES,Casp1 inh,HEK293 cAMP ctrl,Texas Red fluor,BRCT inh green,4MU fluor,Rhodamine autofl,Casp7 inh,Fluorescein autfl,A350 fluor,BRCT inh red,USP2a inh
COc1ccc(C2C(C#N)=C(N)Oc3n[nH]c(-c4ccccn4)c32)c(OC)c1OC (stereo unspecified),0%,0%,i,0.4%,i,i,0%,i,i,-1.7%,19%
COCC(=O)N1CCC[C@@]2(CCN(c3ncccn3)C2)C1,-1%,7%,i,0.4%,i,i,3%,i,i,0.6%,6%
COc1ccc2c(c1OC)C(=O)N(c1ccccn1)C2,0%,19%,i,-1.1%,i,i,1%,i,i,-2.0%,4%
c1ccc(-n2ncc3c(NCCN4CCCCC4)ncnc32)cc1,2%,-2%,?,4.6%,i,i,-1%,?,i,-8.5%,-4%
CCCc1nc2sc3c(c2c(=O)n1N)CCC3,-4%,-5%,·,1.1%,·,·,-1%,·,·,-2.6%,-3%
CC(C)(C)c1ccc(OCCn2ccccc2=O)cc1,-3%,25%,i,-1.0%,i,i,-2%,i,i,-0.2%,7%
NC(=O)c1ccc(-n2nnnc2Oc2ccccc2C(=O)N2CCOCC2)cc1,1%,1%,i,-1.7%,i,i,5%,i,i,-1.5%,-6%
Nc1ccc(CCc2nc3ccccc3o2)cc1,-1%,-3%,i,-1.1%,i,i,-3%,?,i,-4.0%,9%
COC(=O)[C@@]1(Cc2ccccc2)[C@H]2c3cc(C(=O)N4CCCC4)n(CC4CC4)c3C[C@H]2CN1C(=O)c1ccccc1,-4%,2µM*,·,0.0%,·,·,-5%,·,·,-0.6%,·
COc1ccc(OC)c(-c2cc(C(=O)Nc3c(C)nn(Cc4ccccc4C)c3C)no2)c1,0%,8%,i,0.5%,?,i,-1%,i,?,-0.2%,34%[activator]
COc1ccc(C)cc1-n1nnnc1SCC(=O)NC(=O)NCc1ccco1,-1%,2%,i,0.0%,i,i,-19%,?,i,0.7%,26%
CCN(c1ccccc1)S(=O)(=O)c1cnc[nH]1,0%,0%,i,-1.4%,i,i,-1%,i,i,-0.2%,-3%
N#CCSc1nc2cc(C(=O)N3CCCC3)ccc2c(=O)n1Cc1ccccc1,-2%,11%,i,1.0%,i,i,-2%,i,i,0.5%,21%
COc1cc(C(=O)Nc2nc3ccc(S(=O)(=O)N4CCOCC4)cc3s2)cc(OC)c1OC,-2%,-3%,i,0.8%,i,i,-11%,i,i,0.9%,34%[activator]
COc1ccc(OC)c(C(=O)CN2C(=O)NC(C)(c3ccccc3)C2=O)c1 (stereo unspecified),-2%,26%,i,0.0%,?,i,2%,i,?,1.1%,0%
O=S(=O)(NC1CC1)c1cccc(S(=O)(=O)N2CCCC2)c1,0%,7%,i,-1.4%,i,i,-4%,?,i,-1.3%,0%
CCCc1nc2oc3c(NCCOCCO)ncnc3c2c2c1COC(C)(C)C2,0%,7%,?,6.5%,i,i,0%,i,i,-3.9%,22%
COc1ccc(NC(=O)N2CCC3(CC2)CCN(C(=O)c2cccn2C)CC3)cc1,-2%,9%,i,-1.0%,i,i,-2%,i,i,-1.3%,40%[activator]
COc1ccc(CC(NC(C)=O)C(=O)NC2CCN(C(=O)NCc3ccccc3)CC2)cc1OC (stereo unspecified),4%,2%,?,-2.4%,i,i,-2%,?,i,0.3%,15%
Cn1cnnc1SCc1ccccc1Br,-2%,8%,i,-1.6%,i,i,3%,i,i,-0.5%,-2%
C#CCOC(=O)CCCC(=O)Nc1ccccc1OC,-1%,?,·,-4.7%,·,·,-4%,·,·,0.0%,4%
Cn1c(=O)oc2cc(S(=O)(=O)N3CCCC(C(=O)N4CCn5c4nc4ccccc45)C3)ccc21 (stereo unspecified),1%,2%,·,-1.1%,·,·,0%,·,·,-1.5%,·
Cc1ccc(Nc2nc(C(=O)N3CCC(C(=O)N4CCN(C)CC4)CC3)cs2)cc1,1%,?,i,-0.8%,i,i,-1%,?,i,0.8%,14%
O=c1[nH]c(=O)n(CCOc2ccc(Cl)cc2)cc1Br,2%,7%,i,0.0%,i,i,0%,i,i,0.3%,2%
Cc1oc(C(C)(C)C)cc1C(=O)Nc1ccc(C(=O)O)cc1,-1%,-4%,·,-2.5%,·,·,1%,·,·,-0.6%,9%
COc1cc(NC(=O)C2CCCN2S(=O)(=O)c2ccc3c(c2)CCC(=O)N3)cc(OC)c1 (stereo unspecified),0%,-2%,·,0.1%,·,·,1%,·,·,0.5%,·
CC(=O)OC[C@@H]1O[C@H](C/C=N\OC[C@@H](C)[C@H](OCc2ccccc2)C(C)C)C=C[C@@H]1OC(C)=O,0%[11.5 µM],?,·,2.0%[15.4 µM],·,·,5%[11.5 µM],·,·,-0.7%[15.4 µM],·
CC1(C)O[C@@H]2C[C@H]3[C@H]4C[C@H](F)C5=CC(=O)CC[C@]5(C)[C@@H]4[C@H](O)C[C@]3(C)[C@]2(C(=O)CO)O1,-8%[25.7 µM],6%[25.6 µM],i,-4.3%[34.4 µM],i,i,1%[25.7 µM],?,i,-0.7%[34.4 µM],0%[17.1 µM]
O=c1c2ccccc2n(Cc2ccc(F)cc2)c(=O)n1C1CCCC1,-2%,?,i,1.6%,i,i,-2%,i,i,-1.7%,-16%
Fc1ccc(NCc2cn3ccccc3n2)cc1,1%,-6%,i,-0.7%,i,i,8%,?,?,1.5%,-8%
Cc1[nH]nc2c1C(c1ccc(OC(=O)c3ccco3)cc1)C(C#N)=C(N)O2 (stereo unspecified),3%,7%,i,1.3%,i,i,0%,i,i,0.2%,?
